NOD2-RIPK2 inh: NOD2-RIPK2 binding disruptors in cells, primary screen, fluorescence, CHO cells, BLA complementation | Receptor-interacting serine/threonine-protein kinase 2 (Homo sapiens), O43353 | hit rate 0.38% among 360,000 | CCF4 ratio | inhibition, % at 4.98 µM | AID 624267, 2012; in the data active = inhibition above about 21%;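 also: 0% = vehicle only and 100% = reference blocker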
ABHD5-PLIN5 inh: ABHD5-PLIN5 interaction inhibitors, primary screen, cell lysate, split luciferase complementation, luminescence. inhibition, % at 4 µM. Split G. princeps luciferase complementation, 4 h. hit rate 0.78% among 360,000;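 active = inhibition above the mean inhibition across every tested compound plus 3 SD, cut at about 22% in these data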;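 also: 0% = DMSO only wells and the 100% control is not disclosed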
Target sequence (Q00G26 whole entry, looked up): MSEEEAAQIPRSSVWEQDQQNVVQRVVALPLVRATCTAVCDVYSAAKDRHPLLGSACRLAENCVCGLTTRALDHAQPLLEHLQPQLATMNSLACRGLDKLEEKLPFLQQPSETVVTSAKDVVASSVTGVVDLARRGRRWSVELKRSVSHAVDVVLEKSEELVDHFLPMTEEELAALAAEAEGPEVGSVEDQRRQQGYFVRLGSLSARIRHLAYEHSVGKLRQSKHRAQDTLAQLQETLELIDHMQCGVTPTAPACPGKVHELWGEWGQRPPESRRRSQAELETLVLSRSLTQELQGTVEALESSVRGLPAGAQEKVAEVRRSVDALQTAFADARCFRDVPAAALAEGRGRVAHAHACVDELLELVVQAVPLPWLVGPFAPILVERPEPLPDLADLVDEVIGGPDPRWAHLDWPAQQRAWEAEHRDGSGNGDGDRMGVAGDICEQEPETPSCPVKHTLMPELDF
Target sequence (Q8WTS1 whole entry, looked up): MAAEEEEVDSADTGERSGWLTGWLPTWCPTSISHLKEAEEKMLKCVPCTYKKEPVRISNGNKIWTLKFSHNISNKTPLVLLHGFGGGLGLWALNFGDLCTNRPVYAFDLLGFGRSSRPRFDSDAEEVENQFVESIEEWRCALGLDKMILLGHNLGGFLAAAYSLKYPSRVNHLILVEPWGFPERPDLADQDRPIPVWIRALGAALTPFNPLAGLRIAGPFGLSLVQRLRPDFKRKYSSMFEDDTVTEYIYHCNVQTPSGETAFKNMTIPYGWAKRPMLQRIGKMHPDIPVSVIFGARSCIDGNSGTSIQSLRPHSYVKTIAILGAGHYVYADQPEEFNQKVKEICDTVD
TLR9-MyD88 inh: inhibitors of TLR9-MyD88 association in cells, primary screen, cell-based, CHO, BLA complementation, fluorescence; Toll-like receptor 9 (Homo sapiens) + Myeloid differentiation primary response protein …; CCF4 FRET ratio; inhibition, % at 4.98 µM; hit rate 0.21% among 340,000;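 active = inhibition above the mean over all tested compounds plus 3 SD, cut at about 21% in these data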;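 also: 0% = DMSO only wells and 100% = clavulanate BLA inhibitor control wells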
NCOA3 inh: SRC3 coactivator transcriptional activity inhibitors, primary screen, cell-based, luminescence; hit rate 0.17% among 360,000; Nuclear receptor coactivator 3 (Homo sapiens), Q9Y6Q9; HEK293 GAL4-SRC3 luciferase reporter; inhibition, % at 3.6 µM;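 active = inhibition above a per-campaign cutoff, the mean of all compounds plus 3 SD, cut at about 60% in these data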;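 also: 0% = DMSO-treated cells and 100% = gossypol-treated cells at 36 µM; higher means less SRC3-driven luciferase light from the GAL4 reporter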
SRC1 inh: SRC1 coactivator transcriptional activity inhibitors, primary screen, cell-based, luminescence; HEK293 GAL4-SRC1 luciferase reporter; inhibition, % at 3.6 µM; Nuclear receptor coactivator 1 (Homo sapiens), Q15788; hit rate 0.12% among 360,000;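 active = inhibition above the campaign mean plus 3 SD, with each screening campaign given its own cutoff, cut at about 60% in these data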;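 also: 0% = DMSO treated cells and 100% = gossypol at 36 µM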
NCOA2 inhibitor: inhibition of GAL4-SRC2 driven luciferase reporter, primary screen, SRC2 inhibitor project, cell-based, luminescence; Nuclear receptor coactivator 2 (Homo sapiens), Q15596; HEK293 GAL4-SRC2 luciferase reporter; inhibition, % at 9 µM; hit rate 0.17% among 370,000;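 active = inhibition above the mean inhibition of all tested compounds plus 3 SD, set per campaign, cut at about 52% in these data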;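 also: 0% = DMSO treated cells and 100% = cells given Gossypol at 36 µM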
NR2F2 inh: NR2F2 transcriptional activity inhibitors, primary screen, cell-based, luciferase reporter, HEK293T, luminescence. COUP transcription factor 2 (Homo sapiens), P24468. HEK293T NGFI-A luciferase reporter. inhibition, % at 8.6 µM. hit rate 0.7% among 370,000;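 active = inhibition above a per-plate cutoff, mean inhibition of test wells between control levels plus 3 SD, cut at about 38% in these data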;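 also: cells cotransfected with COUP-TFII expression vector driving the NGFI-A reporter; 0% = median of COUP-TF2 test wells and 100% = reporter-only cells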
TWEAK Fn14 block: inhibitors of TWEAK-Fn14 signaling, primary screen, luciferase reporter cells, uHTS | hit rate 2% among 360,000 | inhibition, % at 10 µM | TWEAK-stimulated Fn14 reporter cells, luciferase luminescence, 8 h | AID 1159606, 2016; in the data active = inhibition above about 50%
Exocytosis inh: LAMP-1 surface exposure blockers, TALL-104 cells – cell-based, flow cytometry, MLPCN library, primary screen. AID 651702, 2012. TALL-104 LAMP-1 surface exposure; cells stimulated with thapsigargin and PMA. hit rate 0.66% among 360,000. inhibition, % at 10 µM;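 active = inhibition above about 55%, limit read from the data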
LRH-1 inv ag: LRH-1 (NR5A2) inverse agonists, primary screen, cell-based, luminescence, HEK293T, StAR-luciferase reporter; hit rate 0.13% among 360,000; LRH-1 transfected, 24 h; inhibition, % at 3.6 µM; Nuclear receptor subfamily 5 group A member 2 (Homo sapiens), O00482; AID 602396, 2012;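 active = inhibition above the mean inhibition of all tested compounds plus 3 SD, cut at about 73% in these data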;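 also: 0% = DMSO wells and 100% = reporter-only cells lacking LRH-1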
TROY signal inh: inhibitors of TROY-driven NF-kB signaling, primary screen, Q293 LMP1-TROYcd cells, NF-kB luciferase, uHTS; Q293 LMP1-TROYcd NF-kB luciferase reporter, 4 h; inhibition, % at 10 µM; hit rate 0.98% among 360,000; AID 1347056, 2019;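 active = compounds whose plate-normalised and pattern-corrected inhibition of the luciferase reporter signal at the single screening dose is 50% or more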
Numbers without * were called inactive; / = no result given. Only part of the results is shown; the hit share may differ from the screen's.

Order of values: NOD2-RIPK2 inh, ABHD5-PLIN5 inh, TLR9-MyD88 inh, NCOA3 inh, SRC1 inh, NCOA2 inhibitor, NR2F2 inh, TWEAK Fn14 block, Exocytosis inh, LRH-1 inv ag, TROY signal inh
[1] Cc1ccc(C)c(N)c1
    -1, -3, -7, -15, -9, -24, 16, -3, 1, -1, -23
[2] CCOCCSc1nc2c(c(-c3cccs3)c1C#N)CC/C2=C/c1cccs1
    -4, -2, 0, 6, -2, -13, -3, 31, 2, -20, -1
[3] NC(=O)c1cc([N+](=O)[O-])c(Cl)cc1NCc1ccccn1
    2, 5, -12, -14, -21, 22, 0, 13, -3, -13, 6
[4] CCN(CCCNC(=O)C1CCC(=O)N1Cc1ccc(F)cc1)c1cccc(C)c1 (stereo not given)
    -7, 1, -8, 3, -4, -18, -3, 3, -2, 8, 1
[5] O=C(Cc1ccc(NC(=O)C2CCCN(C(=O)C3CCCC3)C2)cc1)Nc1ccc(C(=O)N2CCOCC2)cc1 (stereo not given)
    -6, 1, -3, -4, -11, 11, -11, -4, -2, 22, -11
[6] Cc1cccc(-c2noc(-c3ccccc3C(=O)NCc3ccco3)n2)c1
    14, 4, 5, -10, -19, -31, 6, -7, 9, -5, -21
[7] O=C(CNc1cccc2ccccc12)N/N=C/c1ccc([N+](=O)[O-])cc1
    0, -10, -1, 5, -3, -1, -7, 82*, -2, 6, -1
[8] C=CCc1ccc(OCC(O)CN2CCN(Cc3ccccc3)CC2)c(OC)c1 (stereo not given)
    -1, 1, -6, 13, 1, -28, 12, -4, 11, 4, 13
[9] CCCN(CC(=O)Nc1ccccc1OC)C(=O)CN1C(=O)NC2(CCCCC2)C1=O
    2, 7, 1, -8, 16, -1, 18, 12, 6, -9, 0
[10] COc1ccc(NC(=O)CCN2C(=O)C3C4C=CC(C4)C3C2=O)cc1 (stereo not given)
    -9, 2, 3, 5, -3, 1, -2, 10, 2, 2, -10
[11] COc1ccc(NC(=O)NS(=O)(=O)c2ccc(C)cc2)cn1
    -2, -12, -9, 1, -15, 0, 11, -8, -3, 12, 4
[12] O=C(NCc1ccccc1)c1onc(CSc2ccccn2)c1C(=O)NCc1ccccc1
    -14, 2, -2, 2, 3, -4, 9, 19, -13, 21, -1
[13] COc1ccc(Nc2n[nH]c(N)c2C(N)=O)cc1
    6, -1, -2, 12, -21, 7, -6, 21, 1, -3, 7
[14] COC(=O)c1sccc1NC(=O)Cn1cnc2c1c(=O)n(C)c(=O)n2C
    -6, -3, -10, -36, -6, -18, -1, 22, -5, 1, 14
[15] COc1cc2nc(SCc3ccc(Cl)cc3Cl)n(Cc3cccs3)c(=N)c2cc1OC
    -1, -6, 5, -8, 3, 0, 6, 8, 2, 11, -9
[16] CC1(NC(=O)Cc2c(F)cccc2Cl)CCS(=O)(=O)C1 (stereo not given)
    -12, -3, 1, 24, -13, -4, -12, 2, -5, 2, -8
[17] CC(C)C(C(=O)NCc1ccco1)N(C(=O)CNS(=O)(=O)c1ccccc1)c1ccccc1 (stereo not given)
    -2, 2, 3, 0, -22, 7, -6, 2, 4, -1, 18
[18] CC(C)(C)c1nc(SCC(=O)Nc2ccc3c(c2)OCCO3)c2ccccc2n1
    -10, 6, 2, 4, -12, 1, 12, 32, -4, 31, 18
[19] CC(C)(C)CC(=O)Nc1nnc(SCC(=O)NCc2cccs2)s1
    4, 0, 8, 7, 2, -17, -6, 4, -4, -10, -18
[20] Cc1ccc(C(=O)/C=C/Nc2cccc(O)c2)cc1
    2, 4, -3, -103, -124, -60, -3, -1, -3, -30, -40
[21] CN(Cc1cccs1)C(=O)CNC(=O)c1ccco1
    1, -4, -1, -17, -35, -53, -1, -6, -5, -16, -18
[22] O=C(c1cc(COc2ccc(F)cc2F)on1)N1CC2C[C@@H]3CC1C[C@H](C2)C3
    -7, -5, 3, -73, -76, -47, -12, -29, -6, -39, -34
[23] CCCCn1c(N)c(N(CCOC)C(=O)c2ccc3c(c2)OCCO3)c(=O)[nH]c1=O
    5, -1, 7, 5, -11, 16, -7, -2, -5, -6, 7
[24] COc1ccccc1N1CCN(C(=O)c2ccccc2Oc2ccccc2)CC1
    -3, 2, 1, 2, 2, -20, 10, 7, 9, 13, 9
[25] CCCc1cc(=O)[nH]c(SCC(=O)Nc2cc(S(=O)(=O)N3CCCCC3)ccc2Cl)n1
    -6, -13, -3, -2, -3, 20, -3, 14, 6, -24, -5
[26] Cn1c(=O)c2[nH]c(C3CC3)nc2n(C)c1=O
    -10, 0, -3, -7, -9, 7, 4, -5, -4, -10, 4
[27] CCN1CCCC1CNCc1ccccc1OCc1ccc(F)cc1 (stereo not given)
    -2, 6, -9, 11, 7, -17, -4, -12, 5, 4, -9
[28] COc1ccc(/C=C/C(=O)NCc2ccc3c(c2)OCO3)cc1OC
    -2, 96*, 3, 23, -7, 7, 7, 0, 1, -12, 0
[29] CC(=O)c1c(O)c2ccccc2n(C2CCCCC2)c1=O
    -8, -1, 1, 17, -13, 10, 8, 65*, 0, 7, 56*
[30] COc1ccc(OC)c(NC(=O)c2cc(S(=O)(=O)N3CCCCC3)c[nH]2)c1
    0, -1, 2, -8, 17, /, /, -6, 2, -2, 14
[31] O=C(CN1CCN(Cc2ccc(F)cc2Cl)C1=O)NCCc1ccccc1
    -3, -6, -3, -20, -23, -23, -20, 13, -4, -27, -38
[32] CC(C)c1cc(C(=O)N2CCCC(N3CCN(c4ccc(F)cc4)CC3)C2)n(C)n1 (stereo not given)
    0, 2, -8, 21, -5, 20, 20, 14, 14, 17, -5
[33] Nc1cc(=O)[nH]c2nnc(SCC(=O)Nc3cccc4ccccc34)n12
    -5, 5, -6, -1, 15, 6, -9, 22, 10, -24, -5
[34] O=S(=O)(NN=C1CCCCCC1)c1ccccc1
    -12, 1, -2, 8, -3, 2, -2, 2, 0, -18, 9
[35] Cc1cc(C(=O)CCC(=O)NCC2COc3ccccc3O2)c(C)s1 (stereo not given)
    1, -5, -1, -11, -27, 13, -9, -2, 10, 15, 0
[36] COc1ccc(SC[C@H](Cc2ccccc2)N2CC[C@@H](C(C)(C)C)CCC2=O)cc1
    5, -8, 6, 4, -12, 9, -7, 2, -7, -9, -19
[37] O=C(Nc1ccc(-c2ccc([N+](=O)[O-])cc2)cc1)c1ccccc1F
    -5, 4, -1, -4, -21, -27, -3, 3, -9, -12, -4
[38] Cc1ccc2nc3n(c(=O)c2c1)CCC3
    2, -5, -2, -1, 0, 17, -16, -11, -2, -5, -3
[39] O=C(CSc1nnc(C2CC2)n1Cc1ccccc1)N1CCNC1=O
    0, -3, -4, 3, -5, 11, -11, 8, -3, -18, 7
[40] COc1ccc2c(CC(=O)Nc3ccccc3N3CCOCC3)coc2c1
    -3, -3, -10, -23, -5, -2, -14, -5, 2, 6, -6

Taken from above:
`O=C(Cc1ccc(NC(=O)C2CCCN(C(=O)C3CCCC3)C2)cc1)Nc1ccc(C(=O)N2CCOCC2)cc1` (stereo not given) | Exocytosis inh = -2
`Cc1cc(C(=O)CCC(=O)NCC2COc3ccccc3O2)c(C)s1` (stereo not given) | NCOA2 inhibitor = 13

Carrying on.
Order of values: NOD2-RIPK2 inh, ABHD5-PLIN5 inh, TLR9-MyD88 inh, NCOA3 inh, SRC1 inh, NCOA2 inhibitor, NR2F2 inh, TWEAK Fn14 block, Exocytosis inh, LRH-1 inv ag, TROY signal inh
[41] Cc1cccc(N(CC(=O)NCc2ccco2)S(=O)(=O)c2ccccc2)c1
    8, -5, -3, -2, -14, -7, 3, -6, 4, 13, -3
[42] Cc1ccc2nc(Nc3nc(CSc4nnc(C)s4)cc(=O)[nH]3)nc(C)c2c1
    -1, 2, 0, -8, -16, -41, 9, -23, 0, -2, -30
[43] CCOc1ccccc1N1CCN(Cc2cccc(OC)c2OC)CC1
    -7, -2, -8, -1, 1, -17, -1, 15, 2, 20, -6
[44] CC(C)C(CO)N1CCN(Cc2ccccc2)CCC1=O (stereo not given)
    14, 4, 4, 1, -1, -3, -2, 1, 6, -7, 10
[45] CN(C)S(=O)(=O)c1ccc(C(=O)N(c2ccccn2)c2ccccn2)cc1
    1, -5, 11, 4, -2, 10, 16, -8, 6, 0, 6
[46] Cc1ccccc1NC(=O)COc1ccc(Br)cc1CNCCCO
    -4, 1, 3, 15, -4, 14, -5, -7, 0, -7, -4
[47] Cc1ccc([C@@H]2CC=C(C(=O)O)[C@H](c3ccccc3F)N2S(=O)(=O)c2ccc(C)cc2)cc1
    0, 7, -7, 4, 4, -2, 16, 21, -5, 15, 8
[48] Cc1nc2ncnn2c(C)c1CCC(=O)Oc1ccccc1
    0, 9, 13, -9, -6, -1, -4, 31, -4, 12, 13
[49] CN1C(=O)NC(c2ccc(O)cc2)C2=C1CN(c1ccccc1)C2=O (stereo not given)
    2, -7, 2, 3, -9, 10, -3, -5, 1, -16, 5
[50] COc1ccc(CN2CCC(C(=O)N3CCN(c4ccccc4F)CC3)CC2)cc1OC
    -8, 6, 4, -1, -4, 11, 0, -1, -1, -2, 8
[51] C#CCN(C(=O)c1ccc(OC)c(OC2CCN(C(C)C)CC2)c1)C1CCCCC1
    6, -4, 5, -5, 8, 1, 9, -2, 0, -11, 1
[52] CCNC(=S)N(CCc1c(C)[nH]c2ccc(OC)cc12)Cc1cccnc1
    2, 0, -13, 10, 10, -24, 5, 11, 0, 5, 4
[53] Cn1c(SC2CCCCC2=O)nnc1-c1ccncc1 (stereo not given)
    7, 3, 13, 8, 9, -25, -7, -8, 0, 11, -13

Screens (PubChem)
